Bioassay records (PubChem BioAssay)
Pin1 inh: qHTS Assay to Find Inhibitors of Pin1; actives 0.009% (n = 390,000); Peptidyl-prolyl cis-trans isomerase NIMA-interacting 1 (Homo sapiens), Q13526; Potency, µM (titrated, usually from 115 µM), for inactives: at the top dose activity, negative = inhibition, hits mostly inhibitors; AID 504891, 2011; Pin1 FP peptide displacement, HiFluor488, 10 min; active = well fitted inhibition curve with a large enough effect in the polarisation, with a control signal flat, not every such curve was filed as active; inconclusive = small, poorly fitted or top-dose-only effect, or effect the other way, or a change in a side signal; inactive = no such curve, though single readings can be large or run the other way; the % refers to the polarisation; note: % is set by controls: 0 for no effect and ±100 for the full control effect
Target sequence (Q13526 whole entry, looked up): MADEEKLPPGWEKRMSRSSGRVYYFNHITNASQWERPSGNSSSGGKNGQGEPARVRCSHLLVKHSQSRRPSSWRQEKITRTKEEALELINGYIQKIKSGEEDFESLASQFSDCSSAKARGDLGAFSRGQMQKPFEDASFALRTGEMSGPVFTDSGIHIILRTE
GLS inhibitor: qHTS for Inhibitors of Glutaminase (GLS); Glutaminase kidney isoform, mitochondrial (Homo sapiens), O94925; GLS enzymatic activity, qHTS titration; Potency, µM (top dose mostly 45.5 µM), for the others: at the highest dose activity change, negative = inhibition, most hits filed as inhibitors; actives 0.21% (n = 410,000); note: % is set by controls: 0 for no effect and ±100 for the full control effect
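Enzyme dispensed in phosphate buffer (45 mM, pH 8.2, 0.02% Tween-20), compounds pinned in, then 1 mM L-glutamine solution and the glutamate oxidase–HRP–Amplex Red mix added; fluorescence read immediately and again after 30 min at room temperature.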
RGS4 inh: Inhibitors of Regulator of G Protein Signaling (RGS) 4: qHTS; Transcreener GDP fluorescence polarization, RGS4-accelerated GTP hydrolysis; actives 0.039% (n = 390,000); Regulator of G-protein signaling 4 (Homo sapiens), P49798; Potency, µM (doses to about 114 µM), without a hit: top-dose activity change, negative = inhibition, usual class: inhibitors; note: % is set by controls: 0 for no effect and ±100 for the full control effect; nearly all actives have a fitted effect of over 75% in size; some results filed as inactive show a strong effect at the top dose
Target sequence (P49798 whole entry, looked up): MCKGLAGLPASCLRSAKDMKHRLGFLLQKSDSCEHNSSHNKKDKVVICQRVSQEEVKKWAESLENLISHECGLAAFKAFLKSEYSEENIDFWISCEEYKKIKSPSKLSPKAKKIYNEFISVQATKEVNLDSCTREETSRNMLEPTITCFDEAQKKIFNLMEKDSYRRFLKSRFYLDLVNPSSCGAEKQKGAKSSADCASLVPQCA
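MLSMR compounds (23 nl, pin-transferred) preincubated 10 min at room temperature with a 500nM (2x) first reagent, then RGS4 at 900nM (2x) plus Transcreener GDP mix added; fluorescence polarization (620/688 nm) read before and after 90 min at 30 °C.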
JMJD2A Tudor inh: qHTS Assay for Inhibitors of JMJD2A-Tudor Domain; actives 4.4% (n = 390,000); Potency, µM (titrated, usually from 114 µM), without a hit: at the top dose activity change, negative = inhibition, most hits filed as inhibitors; AlphaScreen JMJD2A-Tudor / H3K4me3 peptide binding; AID 504339, 2011; note: % is set by controls: 0 for no effect and ±100 for the full control effect; nearly all actives have a fitted effect of over 50% in size
TrxR1 inh: qHTS Assay for Inhibitors of Mammalian Selenoprotein Thioredoxin Reductase 1 (TrxR1): qHTS. Thioredoxin reductase 1, cytoplasmic (Rattus norvegicus), O89049. recombinant rTrxR1, NADPH fluorescence consumption, selenite substrate. Potency, µM (series often up to 114 µM), without a hit: at the highest dose activity change, negative = inhibition, usual class: inhibitors. actives 1% (n = 390,000); note: % is set by controls: 0 for no effect and ±100 for the full control effect; nearly all actives have a fitted effect of over 65% in size
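Rat TrxR1 (90 nM in the dispensed reagent) was pre-reduced with 400 uM NADPH for 5 min at room temperature, then incubated with compound for 15 min. After 400 uM selenite was added, NADPH fluorescence (Ex 340/Em 450 nm) was followed for 8 min.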
HP1b binding inh: HTS for Inhibitors of HP1-beta Chromodomain Interactions with Methylated Histone Tails; AlphaScreen HP1-beta / biotin-H3K9me3 peptide binding; Potency, µM (series often up to 114 µM), without a hit: at the top dose activity change, negative = inhibition, actives largely listed as inhibitors; actives 0.56% (n = 390,000); AID 540317, 2011; note: nearly all actives have a fitted effect of over 70% in size; inactives centre near 23
Target sequence (P83916 whole entry, looked up): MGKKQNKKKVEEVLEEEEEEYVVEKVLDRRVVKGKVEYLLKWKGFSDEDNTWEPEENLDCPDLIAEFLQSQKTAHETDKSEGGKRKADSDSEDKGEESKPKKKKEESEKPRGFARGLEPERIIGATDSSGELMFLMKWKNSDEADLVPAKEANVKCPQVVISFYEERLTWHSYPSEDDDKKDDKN
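Compound inhibition of the preformed complex between 50 nM HP1-beta and 50 nM biotinylated H3K9me3 peptide was read by AlphaScreen. Buffer was PBS pH 7.4 with 0.01% Tween-20. Incubations ran 30 min at room temperature, with 10 ug/mL donor/acceptor beads.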
ALOX12 inh: Primary qHTS assay for inhibitors of human arachidonate 12S-lipoxygenase (ALOX12): Round 2 | actives 1.1% (n = 580,000) | purified 12hLO, xylenol orange hydroperoxide absorbance | Polyunsaturated fatty acid lipoxygenase ALOX12 (Homo sapiens), P18054 | Potency, µM (series often up to 108 µM), without a hit: at the highest dose activity change, negative = inhibition, actives largely listed as inhibitors; note: % is set by controls: 0 for no effect and ±100 for the full control effect
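Hydroperoxide product was detected by ferrous iron/xylenol orange as the 573 to 405 nm absorbance ratio. Arachidonic acid at 40 uM (final) was turned over for 30 min at room temperature by 150 nM human 12hLO, pH 7.0 Hepes buffer, after 15 min compound preincubation.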
Tb PGK inh: qHTS Assay to Find Inhibitors of Phosphoglycerate Kinase. Phosphoglycerate kinase, glycosomal (Trypanosoma brucei brucei), P07378. PGK/GAPDH coupled, Kinase-Glo luminescence, 60 min. Potency, µM (series often up to 57.5 µM), without a hit: at the highest dose activity change, negative = inhibition, hits mostly inhibitors. actives 0.043% (n = 380,000); note: % is set by controls: 0 for no effect and ±100 for the full control effect; nearly all actives have a fitted effect of over 60% in size
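Luminescent ATP detection (Kinase-Glo Plus) follows a 60-minute room-temperature incubation, with wells lacking PGK as controls. Buffer: 100 mM TEA (pH 7.6), 5 mM MgCl2, 0.01% Tween-20. Coupling enzyme GAPDH (100 nM final) supplies unstable 1,3-BPG in-well.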
ERG-DNA inh: qHTS for Small Molecule Inhibitors of the ERG Ets/DNA interaction; fluorescence polarization, His-ERG Ets domain / labelled DNA; Transcriptional regulator ERG (Homo sapiens), P11308; AID 624246, 2012; Potency, µM (top dose mostly 76.9 µM), for the others: at the top dose FP activity, negative = inhibition, hits mostly inhibitors; actives 0.028% (n = 370,000); active = well fitted inhibition curve with a large enough effect in the polarisation, with a control signal flat; inconclusive = small, poorly fitted or top-dose-only effect, or effect the other way, or a change in a side signal; inactive = no such curve, though single readings can be large or run the other way; the % refers to the polarisation;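 note: polarization taken with two DNA probes labelled with fluorescein and Texas red; % of control where 0% means no effect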
Target sequence (P11308 whole entry, looked up, the tested form may be a part): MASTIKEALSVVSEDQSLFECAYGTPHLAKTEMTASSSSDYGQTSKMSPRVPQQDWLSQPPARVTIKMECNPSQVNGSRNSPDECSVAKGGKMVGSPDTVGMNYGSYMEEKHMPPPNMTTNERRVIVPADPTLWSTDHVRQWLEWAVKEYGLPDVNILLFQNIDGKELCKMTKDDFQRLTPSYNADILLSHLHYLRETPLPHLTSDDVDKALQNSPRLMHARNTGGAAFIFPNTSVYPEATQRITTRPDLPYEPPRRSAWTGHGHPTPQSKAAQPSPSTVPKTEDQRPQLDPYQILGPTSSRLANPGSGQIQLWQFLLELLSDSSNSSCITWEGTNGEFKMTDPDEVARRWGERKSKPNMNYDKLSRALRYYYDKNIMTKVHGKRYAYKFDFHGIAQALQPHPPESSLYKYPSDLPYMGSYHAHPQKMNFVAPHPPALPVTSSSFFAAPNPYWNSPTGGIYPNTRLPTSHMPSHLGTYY
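His-tagged ERG Ets domain (1 uM in the protein solution; 300mM KCl, 50mM Tris-HCl, 1mM EDTA, 1mM DTT, pH 7.5) received compound, then a probe mix of 5 nM fluorescein-DNA and 100nM Texas-615-DNA. Fluorescence polarization was read for both dyes.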
* hit, by the source's call; i = inactive; ? = inconclusive; / = no result given; [ ] = another dose, or the depositor's remark. Unless noted, calls come from the whole dose curve; as a rule, active = well fitted curve in the direction sought with a large enough effect; inconclusive = small, poorly fitted or top-dose-only effect, or another doubt; inactive = no such curve, though single readings can be large; an effect the other way counts as inactive or inconclusive. Potency is the fitted concentration of half-maximal effect.

1	O=C(Nc1ccc(-c2nc3cc(NC(=O)c4ccc(F)cc4)ccc3o2)cc1)c1ccc(F)cc1
2	CC1CCCN(C(=S)Nc2ccc3nc4n(c(=O)c3c2)CCCCC4)C1 (stereo not given)
3	CSc1ccc(CCNC(=O)c2sc3ncccc3c2-n2cccc2)cc1
4	Cc1ccnn1CCC(=O)N1CCCC(N2CCN(c3cccc(Cl)c3)CC2)C1 (stereo not given)
5	COc1ccc(-c2cc(C(=O)N3CCCCC3)c3ccccc3n2)cc1
6	Cc1ccc(S(=O)(=O)N/N=C\c2cn(CC(N)=O)c3ccccc23)cc1
7	CCN(CC)S(=O)(=O)c1cccc(NC(=O)CSc2nc3ccccc3[nH]2)c1
8	CCOc1ccc(CCNC(=O)CCCN2C(=O)c3ccccc3C2=O)cc1OCC

Assay by compound	1	2	3	4	5	6	7	8
Pin1 inh	-4%	-2%	42%[activator]	-8%	-4%	-1%	-1%	0%
GLS inhibitor	6%	-2%	0%	-12%	-1%	10%	-4%	-1%
RGS4 inh	-9%	-34%	3%	-11%[56.9 µM]	-1%	10%	-3%	15%
JMJD2A Tudor inh	-25%	-14%	-29%	-8%	-3%	-19%	-19%	42%[activator]
TrxR1 inh	26%[57.1 µM]	-16%	27%[57.1 µM]	?	-21%	-9%	22%	-10%
HP1b binding inh	-11%	42%[activator]	0%[57 µM]	58%[activator]	23%	11%	25%	35%[activator]
ALOX12 inh	-9%	1%	-18%	3%	8%	-3%	1%	-9%
Tb PGK inh	9%	-6%	1%	i	-7%	-3%	-2%	-7%
ERG-DNA inh	-3%	/	1%	11%	-4%	-2%	8%	3%

9	Cc1onc(-c2ccccc2Cl)c1C(=O)NCCCN1CCOCC1
10	Cn1ccs/c1=N\S(=O)(=O)c1ccc(C(C)(C)C)cc1
11	COc1ccc(NC(=O)Nc2ccc3c(c2)C(=O)N([C@H](C)CO)C[C@H](C)[C@@H](CN(C)C(=O)NC(C)C)O3)cc1
12	O=[N+]([O-])c1ccc(NN=Cc2ccccc2O)nc1
13	O=C(c1cc(COc2c(F)cccc2F)on1)N1CCc2ccccc2C1
14	CN(C)/N=C/C=C1\CC/C(=C\c2ccc(F)c(F)c2)C1=O
15	O=C1N(Cc2cccnc2)C[C@@H]2C[C@@H](c3cccc(C(F)(F)F)c3)N3CCC[C@@]123
16	COC(=O)Nc1ccc(S(=O)(=O)N2CCN(C)CC2)cc1

Assay by compound	9	10	11	12	13	14	15	16
Pin1 inh	-18%	-8%	-6%	41%[activator]	1%	16%	1%	-3%
GLS inhibitor	6%	11%	-13%	-5%	-4%	14%	0%	-1%
RGS4 inh	30%	-2%	17%	15%	-14%	-15%[56.9 µM]	-15%	-13%
JMJD2A Tudor inh	-5%	6%	-13%	-24%	19%	?	-4%	79µM*
TrxR1 inh	15%[57.1 µM]	-5%	5%[57.1 µM]	16%[57.1 µM]	17%	23%[57.1 µM]	-8%[57.1 µM]	1%
HP1b binding inh	7%	42%[activator]	32%	23%	77%[activator]	23%	26%	22%
ALOX12 inh	1%	-6%	-12%	1%	3%	-16%	-1%	-5%
Tb PGK inh	i	7%	0%	2%	-9%	-5%	5%	-7%
ERG-DNA inh	-11%	4%	-1%	-3%	1%	9%	0%	-7%

17	CS(=O)(=O)c1ccc(-c2sc3ccccc3c2C(=O)N2CCN(c3ccc(F)cc3)CC2)cc1
18	COc1ccc(NC(=O)c2ccc(S(=O)(=O)N3CCCC3)cc2)cc1OC
19	CCc1cccc2c(C(=O)COC(=O)c3cnc(C)cn3)c[nH]c12
20	C[C@H](NC(=O)[C@H]1N2C(=O)c3ccccc3C2SC1(C)C)C(=O)NCC1CCCO1 (stereo not given in full)
21	Nc1c(C(=O)NCc2ccco2)sc2nc(N3CCOCC3)c3c(c12)CCCC3
22	CCOc1ccc(NC(=O)Nc2ccc(Br)cn2)cc1
23	Cc1c(Cl)c([N+](=O)[O-])nn1CC(=O)N1CCCc2ccccc21
24	C=C/C(C)=C/CC1C(=C)CCC2C(C)(C(=O)O)CCCC12C (stereo not given)

Assay by compound	17	18	19	20	21	22	23	24
Pin1 inh	-1%	-3%	-1%	-2%	12%	12%	-2%	-11%
GLS inhibitor	-3%	-10%	-1%	-3%	-15%	0%	0%	?
RGS4 inh	-24%	31%	2%	12%	?	20%	?	5%
JMJD2A Tudor inh	-23%	-13%	-7%	-8%	-35%	10%	-18%[57.1 µM]	56µM*
TrxR1 inh	?	11%	-7%	11%	-15%	41%	25%	8%[57.1 µM]
HP1b binding inh	50%[activator]	30%	12%	40%[activator]	27%	32%	29%	20%
ALOX12 inh	?	1%	-13%	-1%	-24%	2%	-18%	-19%
Tb PGK inh	i	-3%	5%	-4%	i	-3%	-22%	-14%
ERG-DNA inh	-2%	-8%	/	11%	0%	36%[activator]	10%	1%

25	COc1ccc(O[C@@H]2O[C@H](COC(C)=O)[C@@H](OC(C)=O)[C@H](OC(C)=O)[C@H]2NC(C)=O)cc1
26	Cc1ccc(SCCNC(=S)Nc2cc(C)cc(C)c2)cc1
27	Cc1ccc(CN2CCNC(=O)C2CC(=O)N(C)C2CCCCC2)cc1 (stereo not given)
28	Cc1ccc(C(=O)c2coc3ccc(O)c(CN4CCN(C)CC4)c23)cc1
29	NS(=O)(=O)c1ccc(NC(=S)Nc2ccc(C(=O)N3CCCCC3)cc2)cc1
30	c1ccc(CNc2ncnc3c2ncn3Cc2ccccc2)cc1
31	O=C(/C=C/c1ccco1)Oc1cc(Br)cc(/C=N/NC(=O)c2ccccc2O)c1
32	CC(=O)NC(Cc1ccc(F)cc1)C(=O)NC1CCN(C(=O)NCc2ccccc2)CC1 (stereo not given)

Assay by compound	25	26	27	28	29	30	31	32
Pin1 inh	-2%	4%	0%	3%	-10%	?	40%[activator]	0%
GLS inhibitor	6%	6%	-15%	1%	13%	/	14%	-21%
RGS4 inh	-8%	18%	-23%	-19%	-31%	5%	32%	-1%
JMJD2A Tudor inh	-4%	-3%	4%	-19%	-20%	-17%	-33%	-1%
TrxR1 inh	14%	5%[57.1 µM]	?	6%	-25%[57.1 µM]	17%	-9%	16%
HP1b binding inh	43%[activator]	44%	28%[57 µM]	20%	0%	30%	-10%	31%
ALOX12 inh	-11%	?	?	-15%	?	/	-22%	2%
Tb PGK inh	4%	-5%	-10%	-1%	i	/	-5%	-11%
ERG-DNA inh	0%	8%	-4%	2%	5%	/	-7%	9%

Excerpt: compounds 26–29
26	Cc1ccc(SCCNC(=S)Nc2cc(C)cc(C)c2)cc1
27	Cc1ccc(CN2CCNC(=O)C2CC(=O)N(C)C2CCCCC2)cc1 (stereo not given)
28	Cc1ccc(C(=O)c2coc3ccc(O)c(CN4CCN(C)CC4)c23)cc1
29	NS(=O)(=O)c1ccc(NC(=S)Nc2ccc(C(=O)N3CCCCC3)cc2)cc1

Assay by compound	26	27	28	29
Pin1 inh	4%	0%	3%	-10%
GLS inhibitor	6%	-15%	1%	13%
RGS4 inh	18%	-23%	-19%	-31%
JMJD2A Tudor inh	-3%	4%	-19%	-20%
TrxR1 inh	5%[57.1 µM]	?	6%	-25%[57.1 µM]
HP1b binding inh	44%	28%[57 µM]	20%	0%
ALOX12 inh	?	?	-15%	?
Tb PGK inh	-5%	-10%	-1%	i
ERG-DNA inh	8%	-4%	2%	5%

Going on with the list.
33	CS(=O)(=O)Cc1ccc(C(=O)NCC2(N3CCCCC3)CCCCC2)cc1
34	COc1ccc(NC(=O)CSCc2cc(=O)c3cc(C)ccc3[nH]2)cc1
35	Fc1ccc(Cn2nnnc2CN2CCN(C3CCCCC3)CC2)cc1
36	O=C(CCNC(=O)c1ccco1)Nc1ccc(Cl)cc1F
37	CCOC(=O)c1cc2c(=O)n3ccccc3nc2n(CC2CCCO2)c1=NC(=O)c1ccccc1C (stereo not given)
38	COCCCC1CCN(C(=O)C2CCC(=O)N(CC3CCCCC3)C2)CC1 (stereo not given)
39	O=S(=O)(c1cccc2nonc12)N1CCN(c2cccc(Cl)c2)CC1

Assay by compound	33	34	35	36	37	38	39
Pin1 inh	-20%	-5%	-3%	-1%	6%	0%	-2%
GLS inhibitor	-3%	0%	1%	9%	-3%	-1%	-15%
RGS4 inh	-11%	15%	19%	-21%	14%	2%	-3%
JMJD2A Tudor inh	0%	0%	-11%	-3%	-13%	2%	?
TrxR1 inh	18%[57.1 µM]	5%[57.1 µM]	11%	16%	11%	-12%	27%[57.1 µM]
HP1b binding inh	27%	25%[57 µM]	28%	24%	15%	29%	-19%
ALOX12 inh	33%[activator]	-8%	-8%	5%	-30%	7%	18%
Tb PGK inh	-1%	-2%	/	?	-5%	-4%	-9%
ERG-DNA inh	9%	-3%	-7%	-2%	4%	-6%	-6%

Only part of the results is shown; rates above refer to the full screens.
